# Source: PubChem (several laboratories)
# PrPC TRFRET = inhibitors of human cell surface prion protein PrPC; TR-FRET read-out; actives 0.43% (n = 370,000); P04156; inhibition, % at 13.8 µM; in the data active = inhibition above about 24%; also: 0% = median of the test wells and 100% = reference compound wells
# PriA SSB inh = K. pneumoniae PriA-SSBct interaction inhibition | actives 0.6% (n = 430,000) | AID 1272365 | AlphaScreen SSBct-PriA binding, biotinylated peptide | inhibition, % at 33 µM; in the data active = inhibition mostly above about 37%, no sharp cut-off; inactive = mostly below about 20%;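 also: plate controls were negative control peptide for no effect and reference peptide for full effect; strong numbers were not always called active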
# BoNT A protease = BoNT A light chain protease inhibition; inhibition, % at 10 µM; AID 588499; actives 0.17% (n = 360,000); multiplex microsphere protease substrate cleavage, flow cytometry; also: plate controls were buffer without enzyme for full effect and enzyme alone for no effect
# VHR inh abs = blocks human VHR1 dual specificity phosphatase. P51452. recombinant VHR phosphatase, pNPP absorbance. inhibition, % at 13.3 µM. actives 0.52% (n = 290,000). AID 1654; in the data active = inhibition above about 50%; also: some compounds called inactive have numbers as strong as hits
# Target sequence (P51452 whole entry, looked up): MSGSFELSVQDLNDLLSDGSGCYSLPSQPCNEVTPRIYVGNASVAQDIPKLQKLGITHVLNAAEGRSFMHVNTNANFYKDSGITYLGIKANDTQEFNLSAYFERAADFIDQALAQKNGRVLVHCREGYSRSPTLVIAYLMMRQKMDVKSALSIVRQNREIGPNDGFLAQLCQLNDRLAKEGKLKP
# CCHFV vOTU inh = CCHFV vOTU protease inhibition; actives 0.55% (n = 370,000); inhibition, % at 11.5 µM; Pep-AMC fluorescence; in the data active = inhibition above about 30%; also: 0% = vehicle wells with enzyme and 100% = no enzyme wells
# Anthrax LF prot = blocks Bacillus anthracis lethal factor protease; P15917; multiplex microsphere protease cleavage assay, LF; inhibition, % at 10 µM; actives 0.12% (n = 360,000); AID 588501; also: plate controls were buffer without enzyme for full effect and enzyme alone for no effect
# Target sequence (P15917 whole entry, looked up): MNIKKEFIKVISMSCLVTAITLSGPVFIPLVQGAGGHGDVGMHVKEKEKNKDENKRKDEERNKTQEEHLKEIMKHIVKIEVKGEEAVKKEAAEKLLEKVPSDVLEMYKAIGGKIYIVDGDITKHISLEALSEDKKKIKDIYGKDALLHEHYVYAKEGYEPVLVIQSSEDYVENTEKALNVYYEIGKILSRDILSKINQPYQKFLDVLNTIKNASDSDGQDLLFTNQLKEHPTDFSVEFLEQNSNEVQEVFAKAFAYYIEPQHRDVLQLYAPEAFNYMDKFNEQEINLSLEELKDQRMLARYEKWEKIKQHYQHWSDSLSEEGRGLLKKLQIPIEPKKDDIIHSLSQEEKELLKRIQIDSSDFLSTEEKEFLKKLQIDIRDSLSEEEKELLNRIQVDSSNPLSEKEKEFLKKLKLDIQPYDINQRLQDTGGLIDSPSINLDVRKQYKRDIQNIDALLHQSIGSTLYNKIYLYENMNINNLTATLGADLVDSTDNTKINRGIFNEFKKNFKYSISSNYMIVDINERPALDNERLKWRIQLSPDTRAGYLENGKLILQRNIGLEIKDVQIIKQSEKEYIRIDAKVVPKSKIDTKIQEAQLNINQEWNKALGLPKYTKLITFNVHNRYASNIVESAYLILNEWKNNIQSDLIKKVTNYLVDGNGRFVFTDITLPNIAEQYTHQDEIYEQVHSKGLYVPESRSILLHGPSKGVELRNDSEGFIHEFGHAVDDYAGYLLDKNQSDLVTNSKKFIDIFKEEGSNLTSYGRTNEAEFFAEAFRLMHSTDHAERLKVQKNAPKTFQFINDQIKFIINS
# MazEF act = MazEF (E. coli) toxin RNase activation. AID 504720. FAM/BHQ RNA-DNA oligo cleavage fluorescence, 5 h. actives 0.32% (n = 350,000). P0AE70. activation, % at 20 µM; in the data active = activation above about 50%
# Rv3671c protease = inhibitors of M. tuberculosis serine protease Rv3671c. inhibition, % at 5.96 µM. actives 0.048% (n = 320,000); in the data active = inhibition above about 38%;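 also: extracellular domain of Rv3671c used as enzyme; 0% = enzyme with DMSO and 100% = no enzyme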
# BoNT F protease = blocks Botulinum neurotoxin F light chain protease; Multiplex microsphere protease cleavage assay, flow cytometry; inhibition, % at 10 µM; actives 0.22% (n = 360,000); AID 588497; in the data active = inhibition above about 35%, passing the limit was not always enough; inconclusive = no clear call, values can overlap the other calls; also: plate controls were buffer without enzyme for full effect and enzyme alone for no effect
# SARS 3CLpro inh = SARS-CoV 3CLpro protease inhibition. P0C6X7. recombinant SARS-CoV 3CLpro, quenched FRET peptide cleavage. inhibition, % at 6 µM. actives 0.14% (n = 290,000); in the data active = inhibition above about 12%
# Numbers without * were called inactive; i = inactive; ? = inconclusive; · = no result given. Rule as the data show it, unless noted: active = inhibition above about 30%; inconclusive = no clear call, values can overlap the other calls; inactive = below that. This is a subset; the hit share may differ from the screen's.
Compound,PriA SSB inh,Anthrax LF prot,BoNT A protease,CCHFV vOTU inh,Rv3671c protease,PrPC TRFRET,MazEF act,SARS 3CLpro inh,BoNT F protease,VHR inh abs
S=C(Nc1ccccc1Cl)N(CCCN1CCOCC1)Cc1ccco1,5.3,-1.8,0.4,-2.9,-5.4,-5.0,-4.0,7.3,-4.2,1.2
C[C@@H]1CN([C@H](C)CO)S(=O)(=O)c2ccc(C#Cc3ccccc3)cc2O[C@@H]1CN(C)C(=O)CN(C)C,·,-8.1,-0.3,-2.7,·,-16.6,7.0,·,-13.6,·
COC(=O)c1cccnc1NC(=S)NNC(=O)c1ccncc1,-19.0,-10.5,0.6,-0.9,3.2,4.0,-2.9,-8.0,10.9,-0.2
CCN(CCO)C(=O)c1ccc2nc(Cc3cccc(Cl)c3)oc2c1,-6.0,-12.5,2.0,-6.0,0.8,2.6,9.4,0.0,?,7.9
CC(C)CC(C(=O)OCC(=O)N1CCN(c2ccccc2)CC1)N1C(=O)c2ccccc2C1=O (centres undefined),8.4,-10.0,-0.2,-1.0,·,-7.9,-3.8,·,-5.0,·
COc1ccccc1-c1nc(-c2ccc(Br)cc2)no1,-14.1,-1.4,-1.8,-4.2,-1.7,4.0,3.9,0.5,-2.9,17.0
O=C(COc1ccccc1)N1CCN(CCN2C(=O)c3cccc4cccc(c34)C2=O)CC1,-9.6,-0.7,0.0,-3.9,-0.2,-8.0,-4.4,-0.1,2.4,-4.6
CCOC(=O)C1=C(C)N(C)C(=O)NC1c1cccc([N+](=O)[O-])c1 (centres undefined),-15.6,-2.5,-0.4,-2.6,7.0,-7.3,3.2,·,2.5,·
Cc1cc(C)n(Cc2ccc(C(=O)NCCC3=CCCCC3)o2)n1,-9.8,-1.1,-0.1,14.5,3.5,1.9,3.6,-1.9,4.1,13.2
Cc1cc(SCC(=O)Nc2cccc(S(=O)(=O)NC3=NCCCCC3)c2)nc2ccccc12,-10.5,-5.2,-0.1,7.7,-1.8,13.6,-4.3,-0.7,7.1,36.8
Cc1ccc(Nc2c(-c3ccco3)nc3ccccn23)cc1,32.3,-4.6,-0.2,-70.9,2.9,15.7,3.4,-3.0,-11.2,12.7
O=C(NC(=S)N1CCCC1)c1ccc(Cl)cc1,-2.8,1.2,0.1,2.3,5.5,3.4,-0.2,0.7,2.7,-7.2
COCC1CCN(C(=O)c2cc(COc3ccc(OC)cc3Cl)on2)C1 (centres undefined),·,-5.3,-0.4,0.4,·,3.5,3.4,·,-3.6,·
Nc1ncnc2c1ncn2[C@@H]1O[C@H](C(=O)NCc2ccc(OC(F)(F)F)cc2)[C@@H](O)[C@H]1O,·,-1.4,-1.7,2.1,·,-6.8,·,·,-10.0,·
O=C(O)c1cc(N/N=C/c2ccc(N3CCOCC3)cc2)ccc1Cl,i,1.6,-0.2,1.6,-1.4,-3.2,-19.3,-0.1,-7.9,-15.6
COC(=O)[C@]12CCCCC=C1N(Cc1ccc(Cl)cc1Cl)C(=O)[C@H](CC(=O)NCc1cccc(C(F)(F)F)c1)C2,·,-5.5,0.4,25.4,·,1.1,·,·,-7.1,·
CC(C)OC(=O)CSc1nnc2c(n1)[nH]c1ccc(F)cc12,-26.6,-0.4,0.0,7.0,-15.6,-5.5,-6.5,-2.6,-0.2,4.7
CC(NC(=O)c1ccc(Cl)s1)C1CCCO1 (centres undefined),5.3,0.9,-2.4,-4.2,0.3,-2.2,4.2,2.7,-4.4,6.9
CCOC(=O)C1CCCN(C(=O)c2ccc3nc(-c4ccc(OC)c(OC)c4)c(-c4ccc(OC)c(OC)c4)nc3c2)C1 (centres undefined),-20.9,4.9,13.8,0.5,-4.8,-12.7,-2.9,6.7,-0.6,22.4
O=C(O)c1ccc(N=NN2CCCC2)cc1,1.1,-3.1,-0.2,-6.3,-9.1,-0.1,-12.1,3.2,2.4,31.3
Cc1ccc(OCC(=O)Nc2ccc3c(c2)OCO3)cc1C,-10.3,1.9,0.0,-1.0,-6.7,9.8,-3.4,-1.5,-2.4,3.1
COCC(C)NC(=S)NCCc1ccc(Cl)cc1Cl (centres undefined),-1.4,-7.4,-4.7,14.0,-6.1,6.4,-1.8,2.7,-14.9,-5.3
O=C(Cn1cc2c(n1)CCCC2)N1CCCC1,-16.9,-0.9,0.0,7.3,8.3,6.6,0.3,-0.8,1.2,33.5
O=C1COc2ccc(C(=O)COC(=O)Cc3ccc(F)cc3)cc2N1,-9.5,-0.8,1.5,5.0,8.1,6.7,0.1,·,-11.8,·
CCOc1ccc(N(C(C)C(=O)N/N=C(\C)c2cccc(NC(=O)c3ccccc3)c2)S(C)(=O)=O)cc1 (centres undefined),·,-9.5,0.3,9.0,-5.1,8.8,-4.1,6.5,?,13.2
O=C(Nc1sc2c(c1C(=O)O)CCCC2)c1ccc(F)cc1,-1.4,-12.0,-0.5,6.3,·,5.4,2.2,2.0,?,-2.9
CC(=O)Nc1ccc(C(=O)N/N=C/C2CC3C=CC2C3)cc1 (centres undefined),·,-10.3,0.2,5.4,-6.8,-9.8,9.6,2.5,-0.4,26.2
Cc1cc(=O)oc(C)c1C(=O)N1CCc2c([nH]c3ccccc23)C1C(C)C (centres undefined),-1.2,-7.8,-1.1,-3.7,7.6,-11.8,8.6,1.0,0.9,29.4
O=C(N/N=C/c1ccccn1)c1ccc(NC(=O)c2ccccc2Cl)cc1,·,9.2,-6.9,-0.4,4.5,-1.1,9.7,-5.5,-25.0,-3.8
COc1cc(CN(C)c2ccc(S(=O)(=O)N3CCCC3)cn2)ccc1OC(F)F,-7.8,0.7,-0.8,5.8,·,0.5,0.0,·,4.0,·
Cc1ccc(C)n1-c1cc(S(=O)(=O)N2CCOCC2)ccc1N1CCCC1,-27.0,-1.5,4.7,-17.4,-9.7,-1.0,4.8,-4.6,-17.4,3.1
CCOC(=O)NNC(=O)c1ccc(Cl)cc1,-17.3,-3.0,-1.2,-1.2,4.3,-0.9,-0.2,-4.4,-19.0,17.2
CCCSc1nc(N)nc2c1ncn2C1OC(CO)C(O)C1O (centres undefined),-0.9,-6.3,-2.1,3.7,·,-3.9,7.5,·,-26.1,·
C#CCN(C[C@@H]1[C@@H](OC(=O)NC2CC2)[C@@H](OC(=O)NC2CC2)Cn2c(=O)n(CCCCCC)c(=O)n21)S(=O)(=O)c1ccc(C)cc1,·,-1.0,0.0,6.2,·,-6.1,4.2,·,-5.0,·
COc1ccc(C(C)C)cc1S(=O)(=O)Nc1ccccn1,-0.8,0.5,1.1,-1.1,2.3,4.8,-2.1,-2.3,0.7,12.9
c1ccc2sc(NC3=NCCN3)nc2c1,-4.8,1.4,-0.2,9.4,1.8,1.9,-5.6,7.2,-4.2,-11.3
CCN(CC(=O)Nc1ccc(OC)cc1)C(=O)CN1C(=O)NC(C)(c2ccc3ccccc3c2)C1=O (centres undefined),-7.2,1.4,0.3,0.6,0.8,-2.3,3.7,-5.3,2.6,23.9
O=C(Nc1ncccn1)C1c2ccccc2Oc2ccccc21,7.2,-1.5,0.2,4.2,5.1,-1.9,1.9,0.3,-4.0,-4.8
CCC1(CC)C(=O)Nc2ccccc21,-12.5,-8.1,0.0,-1.3,0.5,-0.2,7.3,·,-7.6,·
CCN(CC)S(=O)(=O)c1ccc(NC(=O)c2ccc(CN3CCOCC3)cc2)cc1,-14.6,-2.6,0.0,-9.8,-12.9,7.9,-0.2,0.9,-4.7,-4.8
Cc1occc1C(=O)Nc1cccc(S(=O)(=O)N2CCOCC2)c1,3.9,2.2,-0.3,-4.0,-1.0,-1.4,1.7,·,-1.6,·
O=C(COC(=O)CNC(=O)c1ccccc1F)NCC(F)(F)F,-6.6,6.0,0.4,-8.2,-0.8,8.2,3.2,-3.6,-2.3,14.7
Cc1c(C(=O)NCCN2CCCC(O)C2)oc2c(F)cccc12 (centres undefined),-6.8,-1.1,1.0,-0.6,-6.3,-4.3,-1.8,2.1,7.6,12.5
CS(=O)(=O)N(CC(=O)N1CCN(c2ccccc2)CC1)c1cc(C(F)(F)F)ccc1Cl,-7.8,-6.3,-0.5,12.2,-2.7,9.3,-4.6,0.8,-18.8,33.8
CCN(CC)S(=O)(=O)c1ccc(NN=c2c(=O)c3ccccc3c2=O)cc1,-7.7,-0.8,-0.8,12.4,-1.9,-4.6,-5.3,-5.0,4.2,13.3

# Compound profiles, as listed above. Values in the order: PriA SSB inh	Anthrax LF prot	BoNT A protease	CCHFV vOTU inh	Rv3671c protease	PrPC TRFRET	MazEF act	SARS 3CLpro inh	BoNT F protease	VHR inh abs
# c1ccc2sc(NC3=NCCN3)nc2c1 as listed: -4.8	1.4	-0.2	9.4	1.8	1.9	-5.6	7.2	-4.2	-11.3
# C#CCN(C[C@@H]1[C@@H](OC(=O)NC2CC2)[C@@H](OC(=O)NC2CC2)Cn2c(=O)n(CCCCCC)c(=O)n21)S(=O)(=O)c1ccc(C)cc1 as listed: ·	-1.0	0.0	6.2	·	-6.1	4.2	·	-5.0	·
# CCN(CC(=O)Nc1ccc(OC)cc1)C(=O)CN1C(=O)NC(C)(c2ccc3ccccc3c2)C1=O (centres undefined) as listed: -7.2	1.4	0.3	0.6	0.8	-2.3	3.7	-5.3	2.6	23.9
# Cc1ccc(C)n1-c1cc(S(=O)(=O)N2CCOCC2)ccc1N1CCCC1 as listed: -27.0	-1.5	4.7	-17.4	-9.7	-1.0	4.8	-4.6	-17.4	3.1

# (next part)
Compound,PriA SSB inh,Anthrax LF prot,BoNT A protease,CCHFV vOTU inh,Rv3671c protease,PrPC TRFRET,MazEF act,SARS 3CLpro inh,BoNT F protease,VHR inh abs
O=C(O)C(Cc1ccccc1)N=Cc1c(O)c2ccccc2oc1=O (centres undefined),-35.7,3.1,0.5,16.6,·,1.5,-10.6,2.6,-4.4,8.5
O=C(CCc1nc2ccccc2s1)OCc1ccccc1F,-71.4,-1.5,-1.0,8.6,8.2,-2.1,-4.1,6.1,-17.4,30.5
CSc1nc(Oc2ccc(=O)n(C)n2)nc(N(C)C)n1,-5.7,-3.1,1.5,-10.1,2.8,3.5,0.8,1.2,10.5,8.2
CNC(=S)N1N=C(c2ccc(C)cc2)CC1c1ccc(OC)c(OC)c1 (centres undefined),18.1,3.2,2.9,-12.6,-0.3,-17.6,2.5,-0.3,0.9,12.6
CC(=O)Oc1ccc(-c2cccc(C(=O)OCC(=O)Nc3ccccc3Oc3ccccc3)c2)cc1,-8.1,-0.7,-1.0,-10.2,-3.7,1.8,-8.4,-1.8,-23.2,21.2
CCOC(=O)CNC(=O)CN1C(=O)CCSc2ccccc21,10.4,-0.2,-2.2,-4.0,3.3,-5.5,1.6,-0.2,-1.5,16.8
CCC(CO)Oc1cc(NCc2cccc(F)c2)c2ncn(C(C)C)c2c1 (centres undefined),3.4,2.1,0.3,-9.3,1.4,1.5,8.9,·,1.8,·
CC(C)n1c(/C=C/[C@H](O)C[C@H](O)CC(=O)O)c(-c2ccc(F)cc2)c2ccccc21,-23.7,0.0,0.3,·,2.1,·,2.5,·,-4.9,·
COc1ccccc1N1CCN(C(=O)c2cc(-c3ccccc3O)on2)CC1,-14.4,-5.1,0.7,6.2,4.0,4.9,-6.1,7.0,7.5,23.1
Cc1c(C(=O)N2CCC(n3nccc3NC(=O)C3CC3)CC2)[nH]c2ccc(Cl)cc12,7.3,-4.4,1.2,12.7,-1.8,-3.6,5.7,1.2,-1.4,-7.2
COc1cccc(NC(=O)CSc2nnc(NC(=O)C3CCC3)s2)c1,-10.4,24.0,16.3,1.6,-6.1,17.2,-1.7,-1.0,-59.7,-17.3
Cc1cc(C)nc(Nc2nc(C(N)CCc3ccccc3)cs2)n1 (centres undefined),·,-3.6,0.0,20.2,·,-7.4,·,·,-7.8,·
COc1ccc2oc(=O)c(-c3nnc(NCc4ccco4)s3)cc2c1,-1.8,2.1,3.1,-14.1,-1.0,-49.0,-9.2,7.1,-2.3,30.4
CC(OC(=O)c1ccc([N+](=O)[O-])cc1)C(=O)NCC1CCCCC1 (centres undefined),-10.1,2.9,-0.4,8.5,0.4,-4.0,8.9,·,-2.5,·
